From PubChem
LRH-1 inv ag = NR5A2 inverse agonism in reporter assay. HEK293T StAR-luciferase reporter, LRH-1 transfected, 24 h. AID 602396. 0.13% of 360,000 active. O00482. inhibition, % at 3.6 µM;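 active means inhibition above the mean inhibition of all tested compounds plus 3 SD, cut at about 73% in these data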;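 further: 0% = DMSO wells and 100% = reporter-only cells lacking LRH-1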
MC4R ag barr = activates human MC4R beta-arrestin recruitment; activation, % at 8.9 µM; U2OS MC4R beta-arrestin complementation, luminescence; percent of melanotan II response, DMSO zero; P32245; 0.98% of 360,000 active; AID 540308;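 active means activation above a per-plate cutoff, the mean activation of sample wells on that plate plus 3 SD, cut at about 8% in these data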
TLR9-MyD88 block = inhibitors of human TLR9-MyD88 binding | Q9NR96+Q99836 | CHO BLA complementation TLR9-MyD88, CCF4 FRET ratio | inhibition, % at 4.98 µM | 0.21% of 340,000 active;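 active means inhibition above the mean over all tested compounds plus 3 SD, cut at about 21% in these data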;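 further: 0% = DMSO only wells and 100% = clavulanate BLA inhibitor control wells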
SRC2 inh = inhibits human steroid receptor coactivator 2; Q15596; HEK293 GAL4-SRC2 luciferase reporter, luminescence; inhibition, % at 9 µM; 0.17% of 370,000 active;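 active means inhibition above the mean inhibition of all tested compounds plus 3 SD, set per campaign, cut at about 52% in these data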;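 further: 0% = DMSO treated cells and 100% = cells given Gossypol at 36 µM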
ABHD5-PLIN5 inh = inhibitors of human ABHD5-perilipin-5 interaction. Split G. princeps luciferase complementation, luminescence, 4 h. Q00G26+Q8WTS1. 0.78% of 360,000 active. inhibition, % at 4 µM. AID 602281;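 active means inhibition above the mean inhibition across every tested compound plus 3 SD, cut at about 22% in these data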;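 further: 0% = DMSO only wells and the 100% control is not disclosed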
Target sequence (Q00G26 whole entry, looked up): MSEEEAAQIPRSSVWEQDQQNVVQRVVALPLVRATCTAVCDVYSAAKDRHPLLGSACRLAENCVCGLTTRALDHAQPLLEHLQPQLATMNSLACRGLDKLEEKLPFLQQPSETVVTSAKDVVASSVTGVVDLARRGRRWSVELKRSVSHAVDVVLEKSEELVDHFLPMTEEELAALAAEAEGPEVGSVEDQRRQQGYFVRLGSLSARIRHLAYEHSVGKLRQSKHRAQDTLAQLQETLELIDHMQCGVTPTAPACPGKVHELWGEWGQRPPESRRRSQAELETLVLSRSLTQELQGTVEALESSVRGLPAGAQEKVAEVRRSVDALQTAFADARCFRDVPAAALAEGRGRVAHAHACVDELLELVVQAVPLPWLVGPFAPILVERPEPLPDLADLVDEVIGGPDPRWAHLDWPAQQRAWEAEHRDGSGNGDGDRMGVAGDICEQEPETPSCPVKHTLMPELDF
Target sequence (Q8WTS1 whole entry, looked up): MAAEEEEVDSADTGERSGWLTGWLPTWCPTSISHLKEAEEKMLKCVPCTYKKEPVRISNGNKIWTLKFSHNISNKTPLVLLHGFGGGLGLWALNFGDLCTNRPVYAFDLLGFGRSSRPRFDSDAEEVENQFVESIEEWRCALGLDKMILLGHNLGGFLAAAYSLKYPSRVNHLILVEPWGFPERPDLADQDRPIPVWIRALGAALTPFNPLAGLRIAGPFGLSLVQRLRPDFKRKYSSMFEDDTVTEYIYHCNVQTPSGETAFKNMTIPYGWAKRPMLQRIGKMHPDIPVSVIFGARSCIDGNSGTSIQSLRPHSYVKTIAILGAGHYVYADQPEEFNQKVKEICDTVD
SRC3 inh = inhibits human SRC3 coactivator | Q9Y6Q9 | HEK293 GAL4-SRC3 luciferase reporter, luminescence | inhibition, % at 3.6 µM | 0.17% of 360,000 active;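 active means inhibition above a per-campaign cutoff, the mean of all compounds plus 3 SD, cut at about 60% in these data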;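 further: 0% = DMSO-treated cells and 100% = gossypol-treated cells at 36 µM; higher means less SRC3-driven luciferase light from the GAL4 reporter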
NR2F2 inh = NR2F2 (human) inhibition, primary screen. inhibition, % at 8.6 µM. 0.7% of 370,000 active. HEK293T NGFI-A luciferase reporter, luminescence. AID 686940. P24468;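 active means inhibition above a per-plate cutoff, mean inhibition of test wells between control levels plus 3 SD, cut at about 38% in these data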;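 further: cells cotransfected with COUP-TFII expression vector driving the NGFI-A reporter; 0% = median of COUP-TF2 test wells and 100% = reporter-only cells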
SRC1 inh = inhibits human SRC1 coactivator. Q15788. HEK293 GAL4-SRC1 luciferase reporter, luminescence. inhibition, % at 3.6 µM. 0.12% of 360,000 active. AID 588354;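 active means inhibition above the campaign mean plus 3 SD, with each screening campaign given its own cutoff, cut at about 60% in these data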;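 further: 0% = DMSO treated cells and 100% = gossypol at 36 µM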
LMP1 NFkB inh = Epstein-Barr LMP1 NF-kappaB reporter inhibition. LMP1-induced NF-kappaB luciferase reporter cells, luminescence. inhibition, % at 12.5 µM. 0.69% of 350,000 active. AID 504558; in the data active means inhibition above about 41%;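 further: 0% = neutral control wells and 100% = reference inhibitor control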
MC4R antagonist = human MC4R antagonism in cAMP assay; P32245; 0.48% of 360,000 active; inhibition, % at 6.5 µM; AID 540295; MC4R-expressing cells, MTII-stimulated cAMP, LANCE TR-FRET;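 active means inhibition above its plate's cutoff, the mean of tested wells on that plate plus 3 SD, cut at about 29% in these data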;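 further: 0% = Melanotan II alone and 100% = Melanotan II plus saturating MCL0020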
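Assay system: U2OS cells stably expressing human melanocortin 4 receptor (MC4R) / Dosing: 6.5 µM / Timing: compound 30 min, challenge 1 h, detection 1 h / Measured by: Eu-cAMP/anti-cAMP TR-FRET, emission 671 nm / Replicates: singlicate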
NOD2 RIPK2 PPI = blocks binding of human NOD2 to RIPK2. O43353. CHO BLA complementation NOD2-RIPK2, CCF4 ratio. inhibition, % at 4.98 µM. 0.38% of 360,000 active; in the data active means inhibition above about 21%;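 further: 0% = vehicle only and 100% = reference blocker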
* marks the source's active call; other numbers are inactive results.

`COc1ccc(-n2c(C)nc3c(cnn3-c3ccc(C)cc3)c2=O)cc1` gave LRH-1 inv ag 10, MC4R ag barr -0.1, TLR9-MyD88 block 8, SRC2 inh 13, ABHD5-PLIN5 inh -1, SRC3 inh -6, NR2F2 inh 9, SRC1 inh 3, LMP1 NFkB inh 1, MC4R antagonist 15 and NOD2 RIPK2 PPI 4.
CN(C)C(=O)c1ccc(NS(=O)(=O)c2ccc3c(c2)OCCO3)cc1 was read as LRH-1 inv ag 5, MC4R ag barr -2.9, TLR9-MyD88 block -5, SRC2 inh -40, ABHD5-PLIN5 inh 0, SRC3 inh 13, NR2F2 inh -5, SRC1 inh -7, LMP1 NFkB inh 1, MC4R antagonist 1 and NOD2 RIPK2 PPI -2.
`O=C1CC(c2cc(F)ccc2F)c2cc3c(cc2N1)CCC3` (configuration not stated) gave LRH-1 inv ag 13, MC4R ag barr -1.2, TLR9-MyD88 block -5, SRC2 inh 21, ABHD5-PLIN5 inh -5, SRC3 inh 18, NR2F2 inh 4, SRC1 inh 3, LMP1 NFkB inh -5, MC4R antagonist -2 and NOD2 RIPK2 PPI 4.
`O=CNC1(c2ccccc2)CCCCC1` gave LRH-1 inv ag 9, MC4R ag barr 1.1, TLR9-MyD88 block -3, SRC2 inh -26, ABHD5-PLIN5 inh -3, SRC3 inh 1, NR2F2 inh -1, SRC1 inh 1, LMP1 NFkB inh 0, MC4R antagonist -2 and NOD2 RIPK2 PPI 4.
For COc1ccc(OC)c(/C=C/C(=O)OCC(=O)Nc2cccc(C(C)=O)c2)c1 the results were LRH-1 inv ag 0, MC4R ag barr -0.7, TLR9-MyD88 block -4, SRC2 inh -10, ABHD5-PLIN5 inh -7, SRC3 inh 8, NR2F2 inh 3, SRC1 inh 1, LMP1 NFkB inh -8, MC4R antagonist 20 and NOD2 RIPK2 PPI -10.
Screening CC(C)(C)NC(=O)C1Cc2ccccc2CN1S(=O)(=O)c1ccc(F)cc1 (configuration not stated) returned LRH-1 inv ag 4, MC4R ag barr -0.8, SRC2 inh -33, ABHD5-PLIN5 inh -3, SRC3 inh 12, NR2F2 inh 7, SRC1 inh -1, LMP1 NFkB inh 0, MC4R antagonist 6 and NOD2 RIPK2 PPI -3.
For Cc1nn(-c2cc(N3CCCC3)ccc2[N+](=O)[O-])c(=O)c2ccccc12 the results were LRH-1 inv ag -19, MC4R ag barr -1.7, TLR9-MyD88 block -4, SRC2 inh -12, ABHD5-PLIN5 inh 8, SRC3 inh 7, NR2F2 inh 18, SRC1 inh -17, LMP1 NFkB inh -7, MC4R antagonist 9 and NOD2 RIPK2 PPI -1.
`O=C1NCCCN1Cc1ccc(F)cc1Cl` gave LRH-1 inv ag -7, MC4R ag barr -0.2, TLR9-MyD88 block -2, SRC2 inh 9, ABHD5-PLIN5 inh -9, SRC3 inh 14, NR2F2 inh 23, SRC1 inh 0, LMP1 NFkB inh -5, MC4R antagonist 2 and NOD2 RIPK2 PPI 0.
`O=[n+]1c2c(n([O-])c3cc(Br)ccc31)CCCC2` gave LRH-1 inv ag -10, MC4R ag barr -1.5, TLR9-MyD88 block -4, SRC2 inh -13, ABHD5-PLIN5 inh -3, SRC3 inh 16, NR2F2 inh -6, SRC1 inh -7, LMP1 NFkB inh -2, MC4R antagonist -6 and NOD2 RIPK2 PPI -10.
Cc1cccc(C(=O)OCC(=O)Nc2ccc3c(c2)OCCO3)c1 was read as LRH-1 inv ag -25, MC4R ag barr -1.1, TLR9-MyD88 block -3, SRC2 inh -24, ABHD5-PLIN5 inh 0, SRC3 inh -9, NR2F2 inh 2, SRC1 inh -8, LMP1 NFkB inh -4, MC4R antagonist 7 and NOD2 RIPK2 PPI -4.
Screening CC12CCC(=O)N1C(C(=O)N1CCN(c3ccc([N+](=O)[O-])cc3)CC1)CS2 (configuration not stated) returned LRH-1 inv ag 14, MC4R ag barr 1.2, TLR9-MyD88 block 0, SRC2 inh 2, ABHD5-PLIN5 inh -3, SRC3 inh -10, NR2F2 inh -19, SRC1 inh 4, LMP1 NFkB inh 11, MC4R antagonist -5 and NOD2 RIPK2 PPI -12.
`O=C(CCNC(=O)c1ccccc1)NCCCc1ccccc1` gave LRH-1 inv ag -1, MC4R ag barr -1.5, TLR9-MyD88 block 2, SRC2 inh 0, ABHD5-PLIN5 inh 6, SRC3 inh -6, NR2F2 inh 5, SRC1 inh -15, LMP1 NFkB inh -3, MC4R antagonist 9 and NOD2 RIPK2 PPI -1.

The final 3 records of the section above lead into the next.
Cc1cccc(C(=O)OCC(=O)Nc2ccc3c(c2)OCCO3)c1 was read as LRH-1 inv ag -25, MC4R ag barr -1.1, TLR9-MyD88 block -3, SRC2 inh -24, ABHD5-PLIN5 inh 0, SRC3 inh -9, NR2F2 inh 2, SRC1 inh -8, LMP1 NFkB inh -4, MC4R antagonist 7 and NOD2 RIPK2 PPI -4.
Screening CC12CCC(=O)N1C(C(=O)N1CCN(c3ccc([N+](=O)[O-])cc3)CC1)CS2 (configuration not stated) returned LRH-1 inv ag 14, MC4R ag barr 1.2, TLR9-MyD88 block 0, SRC2 inh 2, ABHD5-PLIN5 inh -3, SRC3 inh -10, NR2F2 inh -19, SRC1 inh 4, LMP1 NFkB inh 11, MC4R antagonist -5 and NOD2 RIPK2 PPI -12.
`O=C(CCNC(=O)c1ccccc1)NCCCc1ccccc1` gave LRH-1 inv ag -1, MC4R ag barr -1.5, TLR9-MyD88 block 2, SRC2 inh 0, ABHD5-PLIN5 inh 6, SRC3 inh -6, NR2F2 inh 5, SRC1 inh -15, LMP1 NFkB inh -3, MC4R antagonist 9 and NOD2 RIPK2 PPI -1.
For COc1ccc(C(=O)NCc2nnc(SCC(=O)N3CCCCC3)o2)cc1OC the results were LRH-1 inv ag -2, MC4R ag barr -1.2, TLR9-MyD88 block 9, SRC2 inh -2, ABHD5-PLIN5 inh 2, SRC3 inh 17, NR2F2 inh -9, SRC1 inh 5, LMP1 NFkB inh 5, MC4R antagonist 10 and NOD2 RIPK2 PPI -5.
For OC[C@@H]1CN(Cc2ccccc2)C[C@H](n2cnc3c(N4CCOCC4)ncnc32)O1 the results were LRH-1 inv ag 2, MC4R ag barr 1.2, SRC2 inh -21, ABHD5-PLIN5 inh -3, SRC3 inh -4, NR2F2 inh 2, SRC1 inh -2, MC4R antagonist 10 and NOD2 RIPK2 PPI 0.
O=C(Nc1cc(C(F)(F)F)ccc1N1CCOCC1)c1cn2ccccc2n1 was read as LRH-1 inv ag 2, MC4R ag barr 12*, TLR9-MyD88 block -14, SRC2 inh 5, ABHD5-PLIN5 inh -6, SRC3 inh -2, NR2F2 inh 3, SRC1 inh -8, LMP1 NFkB inh 6, MC4R antagonist -1 and NOD2 RIPK2 PPI -3.
`O=C(c1ccccc1)N1CCCCC(Sc2nnc3ccccn23)C1=O` (configuration not stated) gave LRH-1 inv ag -3, MC4R ag barr -0.6, TLR9-MyD88 block -5, SRC2 inh -14, ABHD5-PLIN5 inh -3, SRC3 inh 8, NR2F2 inh 2, SRC1 inh -8, LMP1 NFkB inh -1, MC4R antagonist 17 and NOD2 RIPK2 PPI 0.
`O=C(CN1CCOCC1)Nc1ccccc1Sc1ccc(Cl)cc1` gave LRH-1 inv ag 4, MC4R ag barr 1.3, TLR9-MyD88 block 1, SRC2 inh 16, ABHD5-PLIN5 inh 4, SRC3 inh 9, NR2F2 inh 13, SRC1 inh -8, LMP1 NFkB inh 1, MC4R antagonist 16 and NOD2 RIPK2 PPI 0.
Screening COc1ccc(N2CCN(c3ncnc4scc(-c5ccccc5)c34)CC2)cc1 returned LRH-1 inv ag 0, MC4R ag barr -0.7, TLR9-MyD88 block -4, SRC2 inh -13, ABHD5-PLIN5 inh 0, SRC3 inh 12, NR2F2 inh 3, SRC1 inh -17, LMP1 NFkB inh 10, MC4R antagonist 6 and NOD2 RIPK2 PPI -7.
Screening COC(=O)CSc1nc2ccccc2c(=O)n1C returned LRH-1 inv ag 5, MC4R ag barr 3.3, TLR9-MyD88 block -16, SRC2 inh -7, ABHD5-PLIN5 inh 5, SRC3 inh -13, NR2F2 inh -4, SRC1 inh -17, LMP1 NFkB inh 1, MC4R antagonist -3 and NOD2 RIPK2 PPI -3.
CC(=C\c1ccccc1)/C=C1/SC(=S)N(C(C(=O)O)C(C)C)C1=O (configuration not stated) was read as LRH-1 inv ag -1, MC4R ag barr -1.0, TLR9-MyD88 block -5, SRC2 inh -8, ABHD5-PLIN5 inh -5, SRC3 inh 8, NR2F2 inh -12, SRC1 inh 9, LMP1 NFkB inh 7, MC4R antagonist 1 and NOD2 RIPK2 PPI 1.
`COc1ccc(S(=O)(=O)N2CCOC2CNC(=O)C(=O)NCc2ccc(F)cc2)cc1OC` (configuration not stated) gave LRH-1 inv ag -13, MC4R ag barr -1.2, TLR9-MyD88 block 0, SRC2 inh 13, ABHD5-PLIN5 inh 0, SRC3 inh -5, NR2F2 inh -10, SRC1 inh -5, LMP1 NFkB inh 10, MC4R antagonist 13 and NOD2 RIPK2 PPI 4.
Screening COc1ccc(/C=C/C(=O)N(C)c2ccccc2C(=O)O)cc1 returned LRH-1 inv ag 12, MC4R ag barr 0.3, TLR9-MyD88 block 3, SRC2 inh 0, ABHD5-PLIN5 inh 0, SRC3 inh 14, NR2F2 inh -26, SRC1 inh 22, LMP1 NFkB inh 13, MC4R antagonist 1 and NOD2 RIPK2 PPI -4.
Cc1ccccc1C(=O)OC(C)CN1CCN(C)CC1 (configuration not stated) was read as LRH-1 inv ag 13, MC4R ag barr -3.6, TLR9-MyD88 block 6, SRC2 inh -15, ABHD5-PLIN5 inh 0, SRC3 inh 16, NR2F2 inh -5, SRC1 inh -67, LMP1 NFkB inh -11, MC4R antagonist 4 and NOD2 RIPK2 PPI -6.
`C=CCn1c(SCC(=O)Nc2sc3c(c2C#N)CCC3)nnc1C1COc2ccccc2O1` (configuration not stated) gave LRH-1 inv ag -12, MC4R ag barr 5.0, TLR9-MyD88 block -13, SRC2 inh 12, ABHD5-PLIN5 inh -1, SRC3 inh 3, NR2F2 inh -6, SRC1 inh -10, LMP1 NFkB inh 4, MC4R antagonist 10 and NOD2 RIPK2 PPI 1.
COc1ccccc1C(=O)NNC(=O)c1ccc(F)cc1 was read as LRH-1 inv ag -75, MC4R ag barr -1.5, TLR9-MyD88 block 3, SRC2 inh -90, ABHD5-PLIN5 inh -2, SRC3 inh -43, NR2F2 inh -27, SRC1 inh -56, LMP1 NFkB inh -4, MC4R antagonist 0 and NOD2 RIPK2 PPI 2.
Screening O=C(NCC(c1cccs1)N1CCOCC1)c1ccc(OCc2ccccc2)cc1 (configuration not stated) returned LRH-1 inv ag 3, MC4R ag barr 2.5, TLR9-MyD88 block -8, SRC2 inh 14, ABHD5-PLIN5 inh 1, SRC3 inh -27, NR2F2 inh 12, SRC1 inh 11, LMP1 NFkB inh 0, MC4R antagonist -4 and NOD2 RIPK2 PPI 7.

An excerpt; rates above refer to the full screens.
